Screens (PubChem)
CYP2C19 inhib = human CYP2C19 inhibition; inhibition, % at 5 µM; P33261; CYP2C19 Supersomes, luciferin-H EGE luminescence, 30 min; 21% of 96,000 active;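 active = CYP2C19 inhibition above a set limit at 5 µM in the primary screen, cut at about 50% in these data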;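 note: plate controls were negative control wells for no effect and 2.5 mM tranylcypromine positive control for full effect; values of inactives mirror those of a sister screen read the other way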
CYP2C9 inh = blocks human cytochrome P450 2C9; CYP2C9 Supersomes, luciferin-H conversion, luminescence; inhibition, % at 5 µM; 20% of 96,000 active; AID 777;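 active = blocking of liver enzyme CYP2C9 beyond about 50% at 5 µM, limit read from the data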; note: values of inactives mirror those of a sister screen read the other way
Target sequence (P11712 whole entry, looked up): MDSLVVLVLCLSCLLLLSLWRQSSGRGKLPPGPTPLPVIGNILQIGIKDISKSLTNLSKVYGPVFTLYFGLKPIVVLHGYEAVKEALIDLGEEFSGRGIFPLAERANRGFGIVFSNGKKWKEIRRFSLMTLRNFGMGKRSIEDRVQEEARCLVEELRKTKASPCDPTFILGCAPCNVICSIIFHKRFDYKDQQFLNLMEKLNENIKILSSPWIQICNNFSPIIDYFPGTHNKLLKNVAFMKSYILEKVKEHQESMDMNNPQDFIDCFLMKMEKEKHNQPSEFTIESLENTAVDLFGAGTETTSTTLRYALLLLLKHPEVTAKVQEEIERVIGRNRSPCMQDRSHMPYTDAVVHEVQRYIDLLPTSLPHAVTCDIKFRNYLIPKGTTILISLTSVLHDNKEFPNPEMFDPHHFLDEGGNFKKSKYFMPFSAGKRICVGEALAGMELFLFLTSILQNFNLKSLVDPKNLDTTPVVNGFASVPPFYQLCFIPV
CYP2C9 act = activators of human CYP2C9. P11712. recombinant CYP2C9, luciferin-H conversion, luminescence; active compounds read high; factor 1 = untreated enzyme, 0 = blocked. activation factor at 5 µM. 1.4% of 96,000 active. AID 1024;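 active = activation factor of 2 or more for CYP2C9 at a 5 µM dose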;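 note: 0 = sulfaphenazole-blocked wells and 1 = vehicle-only wells; values of inactives mirror those of a sister screen read the other way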
Plk1 PBD FP = Plk1 (human) PBD binding inhibition. Plk1 PBD phosphopeptide binding, fluorescence polarization. 0.13% of 97,000 active. P53350. inhibition, %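 (tested at about 20 µM)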; in the data active = inhibition above about 34%, passing the limit was not always enough
PLK1 kinase inh = blocks human PLK1 kinase activity; recombinant PLK1 kinase, TR-FRET peptide phosphorylation; inhibition, % at 10 µM; 0.53% of 97,000 active;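 active = inhibition of 50% or more in the single-concentration screen; inactive = inhibition below 50%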;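 note: 0% = DMSO max control and 100% = H-89 dihydrochloride min control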
PLAP act = activators of human placental alkaline phosphatase | purified PLAP enzyme, luminescent substrate read-out; active compounds read high | 1.2% of 96,000 active | activation fold at 20 µM | P05187; in the data active = activation fold above about 2
Target sequence (P05187 whole entry, looked up): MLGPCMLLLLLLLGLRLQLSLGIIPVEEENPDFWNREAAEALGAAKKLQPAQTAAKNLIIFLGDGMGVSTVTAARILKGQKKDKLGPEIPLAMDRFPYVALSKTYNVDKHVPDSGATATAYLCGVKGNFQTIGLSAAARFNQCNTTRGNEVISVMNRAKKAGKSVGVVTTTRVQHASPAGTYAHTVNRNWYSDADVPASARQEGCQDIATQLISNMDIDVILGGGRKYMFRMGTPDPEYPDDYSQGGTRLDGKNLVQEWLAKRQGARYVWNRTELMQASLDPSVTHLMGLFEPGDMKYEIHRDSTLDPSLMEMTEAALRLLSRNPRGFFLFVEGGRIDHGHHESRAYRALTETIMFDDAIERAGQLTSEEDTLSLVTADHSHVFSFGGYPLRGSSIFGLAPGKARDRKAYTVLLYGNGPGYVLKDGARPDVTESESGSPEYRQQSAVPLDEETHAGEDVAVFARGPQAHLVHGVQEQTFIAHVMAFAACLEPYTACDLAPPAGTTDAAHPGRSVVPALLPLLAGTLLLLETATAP
CYP2C19 activ = activators of human cytochrome P450 2C19; P33261; recombinant CYP2C19, luciferin-H EGE luminescence; active compounds read high; 0 = fully inhibited enzyme, 1 = untreated enzyme; activation factor at 5 µM; 96,000 tested, under 10 active; AID 1025;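 active = activation factor of at least 2 at 5 µM in the primary screen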;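 note: 0 = wells with 2.5 mM tranylcypromine and 1 = vehicle-only wells; values of inactives mirror those of a sister screen read the other way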
EphB4 ephrin blk = EphB4-ephrin-B2 interaction antagonism; EphB4 LBD / TNYL-RAW-Alexa532 peptide, fluorescence polarization; 0.15% of 97,000 active; AID 720; P54760; inhibition, % at 7 µM;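 active = inhibition above the screen-wide mean inhibition plus 3 SD, cut at about 15% in these data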;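 note: 0% = DMSO wells and 100% = excess unlabeled TNYL-RAW peptide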
Rev-RRE block = HIV Rev-RRE protein-RNA interaction inhibition; 0.79% of 97,000 active; P05866; Rev peptide-RRE RNA binding, FRET; AID 704; inhibition, % at 8 µM;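 active = inhibition above the screen-wide mean plus 3 SD, cut at about 35% in these data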;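 note: 0% = median DMSO wells and 100% = median Neomycin B control wells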
Target sequence (P05866 whole entry, looked up): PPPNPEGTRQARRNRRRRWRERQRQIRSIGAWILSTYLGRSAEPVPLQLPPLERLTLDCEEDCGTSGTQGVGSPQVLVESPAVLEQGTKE
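Test system – labelled RRE RNA duplex and labelled Rev peptide · Signal – fluorescein-to-Cy5 FRET, 480 nm excitation · Evaluation – % inhibition of FRET ratio versus controls · Benchmarks – DMSO low control, neomycin B high control · Incubation – 5 min RNA-compound premix plus 15 min binding step, 25 °C · Medium – HEPES pH 7.5 salt buffer with EDTA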
Active calls of the source: *; x = not tested or not shown.

SMILES	CYP2C19 inhib	CYP2C9 inh	CYP2C9 act	Plk1 PBD FP	PLK1 kinase inh	PLAP act	CYP2C19 activ	EphB4 ephrin blk	Rev-RRE block
CCOC(=O)C(Cc1ccc(NC(=O)/C(=C/c2ccccc2)NC(=O)c2ccccc2)cc1)N1C(=O)c2ccccc2C1=O (stereo unspecified)	52*	91*	0.1	-22	-3	1	0.5	-2	1
CCC(c1nnnn1CC1CCCO1)N(CCCO)Cc1cc2cccc(C)c2[nH]c1=O (stereo unspecified)	18	-1	1	-2	-12	1.4	0.8	0	2
CCOC(=O)N1CCN(S(=O)(=O)c2cccc3cccnc23)CC1	91*	-230	3.3*	-15	-4	1.2	0.1	-6	0
CCN(C(=O)c1ccco1)c1nnc(-c2ccc(OC)cc2)s1	x	x	x	-3	-8	x	x	1	9
Clc1ccc(Cn2ncc3c(NCc4ccco4)ncnc32)c(Cl)c1	22	-180	2.8*	18	4	1.1	0.8	3	12
CCc1ccc(C(=O)CC2(O)C(=O)N(CN3CCOCC3)c3ccccc32)cc1 (stereo unspecified)	25	-7	1.1	0	-10	1	0.7	-6	3
CC(C)n1nnnc1SCC(=O)Nc1ccc2c(c1)OCO2	x	x	x	-18	-11	x	x	-1	6
O=C(C1CCCN(c2nnc(-n3cccc3)s2)C1)N1CCN(c2ccccc2)CC1 (stereo unspecified)	68*	49	0.5	-17	3	1.5	0.3	1	-2
Cc1ccc(C(C(=O)NC2CCCC2)N(Cc2ccc3c(c2)OCO3)C(=O)Cc2cccs2)cc1 (stereo unspecified)	x	x	x	-10	-6	x	x	-3	2
COc1cc(C#CC#CCN2CCCCC2)ccc1O	48	-76	1.8	-15	-8	1.4	0.5	0	2
COc1ccc(S(=O)(=O)Cc2ccc(C(=O)N3CCCC3)o2)cc1	7	5	0.9	19	-8	1	0.9	1	5
O=C(NC1CC1)c1ccc(CSCc2cccc(F)c2)o1	40	27	0.7	7	-17	1	0.6	2	3
COc1cccc(C(=O)NN2C(=O)C3C4C=CC(O4)C3C2=O)c1 (stereo unspecified)	4	10	0.9	-17	-6	0.9	1	-2	2
Nc1cc(Cl)ccc1Oc1ccc2ccccc2c1	71*	27	0.7	1	-1	0.9	0.3	0	14
CCOc1cccc2sc(NC(=O)c3ccc(Br)s3)nc12	-7	24	0.8	-13	-8	1.3	1.1	0	6
O=C(CSc1nnc(CNC(=O)c2c(F)cccc2Cl)o1)Nc1ccc2c(c1)OCCO2	16	40	0.6	13	-9	1.5	0.8	3	10
Cc1ccc(SCc2ccc(C(=O)Nc3cc([N+](=O)[O-])ccc3C)cc2)cc1	7	6	0.9	-3	0	0.9	0.9	-4	8
O=C(CCc1ccccc1)OCCN1CCOCC1	25	0	1	1	10	0.9	0.7	1	11
Cc1ccc(S(=O)(=O)NCCCCCC(=O)Nc2ccccn2)cc1	31	37	0.6	-16	-7	0.8	0.7	-11	6
CCCCN(C)CCNS(=O)(=O)c1ccc2c(c1)n(C)c(=O)c(=O)n2C	-10	-7	1.1	-5	-15	1	1.1	-2	10
O=C(CC12CC3CC(CC(C3)C1)C2)N1CCCOC1	19	0	1	-28	-12	0.9	0.8	-6	2
COc1cc(C(=O)Nc2cc(C(F)(F)F)ccc2Cl)cc(OC)c1OC	12	20	0.8	15	-2	0.9	0.9	-8	0
O=C(CN(c1ccc(F)cc1)S(=O)(=O)c1ccc2c(c1)OCCO2)NCc1ccccn1	95*	64*	0.4	-15	-6	1.7	0	2	5
CCOc1ccc2[nH]c(=O)c(C(c3nnnn3C3CCCCC3)N3CCN(CC)CC3)cc2c1 (stereo unspecified)	7	9	0.9	19	-15	1.5	0.9	-3	11
Cc1cc(-c2ccccc2)nc(Oc2cccc(C(F)(F)F)c2)c1S(C)(=O)=O	-4	12	0.9	-9	-7	0.8	1	5	12
O=C(Nc1ccc(-n2nncc2-c2ccco2)cc1)c1cccc(F)c1	96*	72*	0.3	9	-11	0.9	0	-2	7
Cc1cc(C)cc(C(=O)N2CCCCCC2)c1	28	-38	1.4	12	4	1	0.7	-3	-11
CCOC(=O)CCc1c(C)c2ccc(OCc3nn[nH]n3)cc2oc1=O	38	71*	0.3	-17	-2	1.2	0.6	-2	-2
CCCC(NC(=O)c1ccccc1)c1nc2ccccc2n1Cc1ccc(C(=O)OC)o1 (stereo unspecified)	3	14	0.9	2	-3	1.2	1	-10	3
Cc1ccc(C(=O)/C=C2\NCCNC2=O)cc1	x	x	x	-3	-3	x	x	2	5
O=C(CCC(=O)c1ccc(Cl)cc1)OCC(=O)c1ccccc1	8	-14	1.1	-15	126*	0.8	0.9	1	4
CN(CC(=O)NCCC1=CCCCC1)S(=O)(=O)c1ccc2c(c1)CCC(=O)N2	4	32	0.7	-4	-21	0.9	1	0	9
CC12CC(NC(=O)N1CCc1ccccc1)c1ccccc1O2 (stereo unspecified)	79*	29	0.7	-48	-5	1	0.2	-2	10
COc1ccc(-n2ncc3c(SCC(=O)N4CCN(c5ccccc5OC)CC4)ncnc32)cc1	x	x	x	-9	-10	x	x	-4	3
COc1ccc(NC(=O)c2cc(=O)c3ccccc3o2)cn1	10	2	1	16	-13	0.9	0.9	6	10
Cc1ccc(NC(=O)Cc2nnc(SCC(=O)c3ccc(Br)cc3)n2C)cc1	1	-7	1.1	-4	-7	0.8	1	6	13
Cc1nc2nc3c(cn2n1)C(=O)CC(C)(C)C3	8	-36	1.4	1	-3	0.9	0.9	2	6
CC(C)N1CCC2(CC1)N=C(c1ccc3c(c1)OCO3)CC(c1cc(Cl)ccc1O)N2 (stereo unspecified)	11	20	0.8	-2	2	1.2	0.9	-5	3
CCOC(=O)Cc1csc(NC(=S)NC(=O)c2ccccc2C)n1	5	49	0.5	-14	-3	1	0.9	3	2
Cc1nn(CC(=O)NCc2cccnc2)c(=O)c2ccccc12	17	-4	1	11	-7	1.2	0.8	13	2
CCOc1ccc(C(=O)Nc2ccncc2)cc1	98*	95*	0.1	-36	-2	0.8	0	8	4
Clc1ccc(-c2cn3cccnc3n2)cc1Cl	-26	-39	1.4	-27	-9	1.1	1.3	-1	39*
O=C(NC1CCSC1=O)c1ccc(Cl)cc1 (stereo unspecified)	-2	-13	1.1	-17	12	1.1	1	-6	4
CCN(CC(=O)Nc1ccccc1C(=O)OC)S(=O)(=O)c1ccc(OC)cc1	65*	-26	1.3	-11	-1	0.9	0.4	5	8
COc1ccccc1N1CCN(C(=O)C2CCN(S(=O)(=O)c3ccccc3)CC2)CC1	-10	-8	1.1	19	-4	1.3	1.1	-10	0
O=S(=O)(c1ccc(N2CC=C(c3ccccc3)CC2)nc1)N1CCCC1	0	32	0.7	x	x	1.2	1	x	x
Cn1c(=O)n(CC(=O)NC2CCCCC2)c(=O)c2ccccc21	16	21	0.8	x	x	0.9	0.8	x	x
COc1ccc(C)cc1S(=O)(=O)NC1CCCCC1	15	23	0.8	-26	-10	1.1	0.8	-4	5
O=C1c2ccccc2C(O)(Cc2ccccc2)N1Cc1ccco1 (stereo unspecified)	x	x	x	19	-8	x	x	5	2
Cc1cc(C(=O)Nc2ccc(C(=O)O)cc2)c(-c2ccccc2)o1	5	-12	1.1	32	-20	0.8	1	-5	1
Next compounds.
SMILES	CYP2C19 inhib	CYP2C9 inh	CYP2C9 act	Plk1 PBD FP	PLK1 kinase inh	PLAP act	CYP2C19 activ	EphB4 ephrin blk	Rev-RRE block
Cc1onc(-c2ccccc2Cl)c1C(=O)N(C)C1CCCCC1	43	21	0.8	-6	-16	1.3	0.6	2	3
CC(C)C(NS(=O)(=O)c1ccc(Br)s1)C(=O)O (stereo unspecified)	-6	-10	1.1	9	-7	1.1	1.1	2	9
CC(=O)N=c1sc2ccccc2n1C	28	14	0.9	24	-8	0.9	0.7	2	13
Cc1ccccc1C(=O)NC1CCN(Cc2nnnn2Cc2ccccc2)CC1	-5	0	1	-14	-6	1.1	1	3	6
COc1ccc(N(C(=O)COc2ccccc2)C2C=CS(=O)(=O)C2)cc1 (stereo unspecified)	10	-4	1	-13	-10	0.8	0.9	-1	0
O=C1CC(c2ccccc2)CC(O)=C1C=NCc1ccco1 (stereo unspecified)	6	-6	1.1	7	-8	1.1	0.9	5	6
COc1ccc(CNC(=O)C2CC(=O)N(c3ccc(OCC(=O)N4CCCCC4)cc3)C2)cc1 (stereo unspecified)	32	47	0.5	-6	-17	1.7	0.7	2	7
Cc1nc2c(-c3ccc(F)cc3)c(C)nn2c(C)c1CCC(=O)NC(C)CCc1ccco1 (stereo unspecified)	x	x	x	-24	-1	x	x	2	4
O=C(C1CCCN(Cc2ccccc2Br)C1)N1CCCCC1 (stereo unspecified)	7	28	0.7	6	-17	1.1	0.9	-6	-3
O=C(Cn1cc2c(n1)CCCCC2)N1CCc2ccccc2C1	38	24	0.8	-7	-3	1	0.6	11	4

Reformatted: 7 of the compounds above.
compound,CYP2C19 inhib,CYP2C9 inh,CYP2C9 act,Plk1 PBD FP,PLK1 kinase inh,PLAP act,CYP2C19 activ,EphB4 ephrin blk,Rev-RRE block
O=C1c2ccccc2C(O)(Cc2ccccc2)N1Cc1ccco1 (stereo unspecified),x,x,x,19,-8,x,x,5,2
Nc1cc(Cl)ccc1Oc1ccc2ccccc2c1,71*,27,0.7,1,-1,0.9,0.3,0,14
Cn1c(=O)n(CC(=O)NC2CCCCC2)c(=O)c2ccccc21,16,21,0.8,x,x,0.9,0.8,x,x
O=C(CCC(=O)c1ccc(Cl)cc1)OCC(=O)c1ccccc1,8,-14,1.1,-15,126*,0.8,0.9,1,4
CCCCN(C)CCNS(=O)(=O)c1ccc2c(c1)n(C)c(=O)c(=O)n2C,-10,-7,1.1,-5,-15,1,1.1,-2,10
O=C(CCc1ccccc1)OCCN1CCOCC1,25,0,1,1,10,0.9,0.7,1,11
CCC(c1nnnn1CC1CCCO1)N(CCCO)Cc1cc2cccc(C)c2[nH]c1=O (stereo unspecified),18,-1,1,-2,-12,1.4,0.8,0,2

(listing goes on)
SMILES	CYP2C19 inhib	CYP2C9 inh	CYP2C9 act	Plk1 PBD FP	PLK1 kinase inh	PLAP act	CYP2C19 activ	EphB4 ephrin blk	Rev-RRE block
CC(C)NC(=O)c1cc2c(-c3ccc(Cl)cc3)nn(C)c2s1	8	10	0.9	-9	-17	0.9	0.9	11	6
CCN(CC)c1ccc(NC(=O)Cn2cc3c(n2)CCC(C)C3)c(C)c1 (stereo unspecified)	10	-5	1	x	x	1.3	0.9	x	x
O=C(O)c1c(Cl)c(Cl)c(Cl)c(Cl)c1C(=O)N1CCOCC1	8	19	0.8	-9	-13	0.8	0.9	6	7
Cc1cc(C)n(CCOc2ccc(Cl)cc2Cl)n1	97*	-7	1.1	13	-5	0.9	0	4	13
CN1CC2(C(=O)c3ccccc3)CN(C)CC(C(=O)c3ccccc3)(C1)C2	24	0	1	-21	2	1.3	0.8	8	-1
N#Cc1nc(COc2ccc(F)cc2)oc1NCCN1CCOCC1	21	18	0.8	3	-10	1.3	0.8	4	6
O=C(/C=N\O)NCCCNCc1ccccc1	0	5	1	-4	-15	1	1	3	6
COCCN1C=C(C(=O)OC)C(c2cc(Br)c(OC)c(OC)c2)C(C(=O)OC)=C1	45	91*	0.1	9	-2	1.8	0.5	2	2
O=C(COC(=O)c1ccccn1)Nc1cc(Cl)ccc1Cl	20	-5	1	x	x	0.9	0.8	x	x
CCCc1cc(-c2n[nH]c(C)c2-c2ccc(C(=O)OCC)o2)c(O)cc1O	97*	99*	0	-1	15	1.7	0	1	11
CC(C)C(c1nnnn1Cc1ccco1)N1CCC(C(N)=O)CC1 (stereo unspecified)	x	x	x	-2	-12	x	x	10	7
C/C(=C\C(=O)c1ccccc1)Nc1ccc(N2CCOCC2)cc1	-8	-28	1.3	4	-13	0.8	1.1	1	-4
CCN1C=C(Cc2ccc(OC)cc2)C2=C(C1)C(c1ccc(OC)cc1)C(C#N)=C(N)O2 (stereo unspecified)	27	42	0.6	3	-8	1.3	0.7	-2	40*
